# EP2 mod: EP2 receptor modulators, cAMP readout, primary screen, cell-based, HTRF cAMP, PGE2 stimulation; EP2-expressing cells, cAMP HTRF FRET, PGE2 co-stimulation; hit rate 0.83% among 260,000; induction, % at 25 µM; AID 940, 2007;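 active = compounds whose cAMP rise, as percent of the full-agonist control response, exceeds 60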;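 also: rat C6 glioma line stably carrying human EP2 under a CMV promoter; the protocol text gives 20 µM as final concentration; 100% = response of wells given 1 µM PGE2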
# Target sequence (P43116 whole entry, looked up): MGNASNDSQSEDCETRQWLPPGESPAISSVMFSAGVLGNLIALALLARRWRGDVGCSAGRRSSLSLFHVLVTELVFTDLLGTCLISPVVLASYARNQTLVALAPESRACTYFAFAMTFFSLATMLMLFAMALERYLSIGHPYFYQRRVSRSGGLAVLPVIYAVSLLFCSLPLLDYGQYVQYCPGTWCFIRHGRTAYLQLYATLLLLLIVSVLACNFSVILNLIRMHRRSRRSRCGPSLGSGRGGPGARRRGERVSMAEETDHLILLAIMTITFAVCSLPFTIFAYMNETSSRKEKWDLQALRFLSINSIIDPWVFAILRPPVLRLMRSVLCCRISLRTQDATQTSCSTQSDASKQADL
# EP2 antag: human EP2 receptor antagonists, primary screen, TR-FRET cAMP, C6 glioma cells; C6 glioma cells expressing human EP2; cells stimulated with saturating PGE2; hit rate 0.52% among 260,000; Prostaglandin E2 receptor EP2 subtype (Homo sapiens), P43116; inhibition, % at 25 µM;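 active = percent inhibition above 40 after rounding to a whole number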;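 also: rat C6 glioma host cells with rolipram phosphodiesterase inhibitor present; the protocol text gives 20 µM as final concentration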
# TRPML3 ag: human TRPML3 channel agonists, primary screen, cell-based, HEK293 TRPML3-YFP, Fluo-8 calcium fluorescence, 3 µM; 100% = the carbachol control signal; hit rate 0.29% among 220,000; Mucolipin-3 (Homo sapiens), Q8TDD5; AID 1448, 2008; activation, % at 3 µM;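 active = activation above its plate's cutoff, the mean activation of the plate's test wells plus 3 SD, cut at about 12% in these data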;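 also: 0% = DMSO only wells and 100% = carbachol wells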
#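 Test system – HEK293 line with stable expression of human TRPML3-YFP channel · Control set – carbachol 87 µM final as high control (100%), DMSO as low control (0%) · Signal – Fluo-8 calcium dye fluorescence, ex 470-495, em 515-575 nm · Incubation – 1-h 37 °C dye load, 5-s basal, 120-s post-compound reads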
# TRPN1 ag: zebrafish TRPN1 channel agonists, primary screen, cell-based, HEK293, calcium fluorescence; hit rate 0.18% among 220,000; AID 1424, 2008; HEK293 zebrafish TRPN1-YFP, Fluo-8 calcium fluorescence; 100% = response to 87 µM carbachol; activation, % at 3 µM;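 active = activation above its plate's cutoff, the mean activation of test wells on that plate plus 3 SD, cut at about 19% in these data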;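 also: 0% = DMSO alone and 100% = 87 µM carbachol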
#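 Material: zebrafish TRPN1-YFP in HEK293 cells. Doses: one dose of 3 µM, 0.3% DMSO. Incubation: dye 1 h 37 °C plus 30 min RT. Measured by: intracellular calcium fluorescence with Fluo-8.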
# NPY-Y1 PAM-ag: NPY-Y1 receptor potentiators or agonists, primary screen, cell-based; hit rate 0.37% among 220,000; activation, % at 3.6 µM; AID 1304, 2008; Neuropeptide Y receptor type 1 (Homo sapiens), P25929; NPY-Y1 expressing cells, potentiator/agonist activation; in the data active = activation above about 33%, passing the limit was not always enough;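 also: cells stimulated with NPY at EC10 then isoproterenol at EC100; 0% = low agonist plus stimulus and 100% = saturating agonist plus stimulus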
# Target sequence (P25929 whole entry, looked up): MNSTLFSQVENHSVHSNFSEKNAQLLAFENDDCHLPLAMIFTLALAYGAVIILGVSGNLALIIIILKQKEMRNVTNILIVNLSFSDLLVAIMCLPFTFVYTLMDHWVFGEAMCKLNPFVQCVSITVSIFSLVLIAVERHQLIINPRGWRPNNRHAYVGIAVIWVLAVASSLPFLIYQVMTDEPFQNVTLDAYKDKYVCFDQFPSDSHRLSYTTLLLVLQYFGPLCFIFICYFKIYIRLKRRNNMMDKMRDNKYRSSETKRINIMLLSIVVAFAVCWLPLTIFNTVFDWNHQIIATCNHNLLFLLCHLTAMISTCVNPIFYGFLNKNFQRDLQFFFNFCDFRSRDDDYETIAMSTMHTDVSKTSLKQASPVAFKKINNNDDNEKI
# NPY Y1 blocker: NPY-Y1 receptor antagonists, primary screen, cell-based. Neuropeptide Y receptor type 1 (Homo sapiens), P25929. HEK293-CNG Y1 cells, membrane potential fluorescence; NPY at EC95, then isoproterenol. inhibition, % at 3.6 µM. hit rate 1% among 200,000;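 active = inhibition above the campaign mean inhibition of all tested compounds plus 3 SD, cut at about 20% in these data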;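 also: 0% = DMSO wells given NPY plus isoproterenol and 100% = isoproterenol alone without NPY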
#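 Test system: HEK293 cells co-expressing NPY Y1 receptor and cyclic-nucleotide gated channel; Also added: NPY (25 nM), isoproterenol (1 µM), Ro 20-1724 (25 µM); Compound dosing: one concentration, 3.6 µM, in 0.4% DMSO; Timing: dye 3 h, compound 60 min room temperature, stimulation 45 min; Technique: Membrane-potential fluorescent dye readout.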
# 14-3-3 Bad PPI: inhibitors of 14-3-3 zeta/Bad binding, primary screen, biochemical, TR-FRET, bovine 14-3-3 zeta; TR-FRET 14-3-3zeta/Dy647-pBad peptide displacement, 1 h; inhibition, % at 21.7 µM; AID 781, 2007; hit rate 0.71% among 220,000; 14-3-3 protein zeta/delta (Bos taurus), P63103;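 active = inhibition above about 70%, limit read from the data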;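 also: 0% = full 14-3-3 plus peptide FRET controls and 100% = background without 14-3-3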
# Target sequence (P63103 whole entry, looked up): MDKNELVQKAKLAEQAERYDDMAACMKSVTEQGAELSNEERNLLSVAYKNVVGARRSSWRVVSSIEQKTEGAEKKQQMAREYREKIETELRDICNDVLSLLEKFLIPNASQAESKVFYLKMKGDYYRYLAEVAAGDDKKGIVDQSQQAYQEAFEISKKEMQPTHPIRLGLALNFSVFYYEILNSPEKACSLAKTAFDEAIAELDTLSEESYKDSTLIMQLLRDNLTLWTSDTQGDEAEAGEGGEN
# CHOP inhibitor: inhibitors of CHOP promoter induction, primary screen, cell-based, unfolded protein response, luciferase reporter. CHO-K1 CHOP-promoter luciferase, tunicamycin-induced, 15-18 h. inhibition, % at 10 µM. hit rate 3.8% among 220,000;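 active = compounds that reduced the stress-induced luciferase reporter signal by more than about 70% of percent inhibition, limit read from the data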;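 also: 0% = tunicamycin plus vehicle and 100% = wells without tunicamycin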
# PPC-1+TRAIL kill: compounds killing PPC-1 cancer cells with TRAIL present, primary screen, TRAIL potentiator project, ATPLite luminescence, uHTS; PPC-1 cells + TRAIL, ATPLite viability luminescence; cell killing (% activity), % at 4 µM; hit rate 0.41% among 220,000; AID 1443, 2008;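 active = cell killing above 50% in the first pass at 4 µM, then a duplicate retest at 5 µM averaging 50% or more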;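 also: plate controls were cells with TRAIL plus DMSO for no effect and medium-only wells lacking cells for full effect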
# An asterisk follows results filed as active; nt = not tested or not shown; [ ] = another dose, or the depositor's remark. This is a subset; count on the stated rates, not on these rows.
SMILES,EP2 mod,EP2 antag,TRPML3 ag,TRPN1 ag,NPY-Y1 PAM-ag,NPY Y1 blocker,14-3-3 Bad PPI,CHOP inhibitor,PPC-1+TRAIL kill
COC1C(OC(=O)c2ccc(C)[nH]2)C(O)C(Oc2ccc3c(O)c(NC(=O)c4ccc(O)c(CC=C(C)C)c4)c(=O)oc3c2Cl)OC1(C)C (configuration not stated),-3.4,35.9,-0.2,-0.1,48.7,nt,4.3,18.6,4.0
O=C1OC(c2ccc([N+](=O)[O-])cc2)=N/C1=C/N1CC2CC(C1)c1cccc(=O)n1C2 (configuration not stated),-23.8,3.4,5.4,5.2,-9.0,nt,-3.4,13.5,11.7
COC(=O)C1C=C2c3cccc4[nH]cc(c34)CC2N(C)C1 (configuration not stated),-8.4,8.1,0.1,-1.1,3.3,nt,7.1,-5.7,10.5
CC(=O)Nc1nc(CCl)cs1,-8.4,5.9,0.5,0.0,17.3,-0.4,-3.7,11.3,-6.4
CC1=NOC2(C)Nc3ncnn3C(c3ccccc3)C12 (configuration not stated),14.1,5.8,0.4,-1.3,18.0,8.9,-3.7,20.0,2.1
Cc1ccc(-c2nn(Cc3ccccc3)cc2C(=O)O)cc1,-0.1,2.3,1.2,2.5,-0.7,nt,-5.9,-1.7,9.8
Cc1ccc(-c2nc3ccc(Cl)cc3n2OC(=O)N(C)C)cc1,24.7,1.3,-0.2,-2.1,-6.9,6.4,27.1,-36.2,32.5
O=C(c1ccc(Cl)cc1)C1CCCN(Cc2ccc3c(c2)OCCO3)C1 (configuration not stated),-64.0,7.0,0.8,-0.2,-17.1,13.8,-7.5,30.7,7.7
COc1cc(-n2c(=S)[nH]c3ccccc3c2=O)c(Cl)cc1Cl,-4.6,12.6,0.1,1.5,16.6,1.4,-9.1,30.9,6.9
Cc1cccc(C)c1OP(N)(=O)OCC(F)(F)F (configuration not stated),2.3,7.4,0.0,-0.1,7.3,-0.7,5.8[fluorescence artefact?],-7.3,15.8
CC1(C)CN=C(Nc2nc3ccccc3s2)S1,-21.5,13.3,-0.7,0.2,2.0,4.9,-1.8,25.0,29.9
COC(=O)C1=Nc2ccccc2/C1=C\c1c(O)n(C)c(=O)n(C)c1=O,-94.0,13.8,1.5,1.4,8.3,nt,-6.0,7.9,-12.0
CC(Cc1ccccc1)NC(=O)Cc1ccc(N(C)C)cc1 (configuration not stated),-22.4,4.0,0.5,-0.4,3.0,6.7,-24.3,16.1,-3.9
Cc1ccc(C2(O)CC(C)N(C)CC2C)cc1 (configuration not stated),-2.8,13.1,0.5,1.4,-25.6,2.6,-11.2,-5.4,12.6
O=C(CN1CC=C(c2ccccc2)CC1)NC(=O)NCc1ccco1,11.1,1.2,-0.1,-0.5,-8.4,5.6,-10.3[fluorescence artefact?],76.0*,16.3
CCOc1ccc(CC2(CCc3ccncc3)C(=O)NC(=O)NC2=O)cc1,40.5,10.0,0.4,-0.5,2.6,1.2,-11.1,0.1,10.1
CC(C(=O)c1ccc2ccccc2c1)N1CCCCC1 (configuration not stated),-6.3,7.2,-0.3,-1.9,-19.8,7.7,-1.0,-12.3,7.9
CN1/C(=C\C=Nc2ccccc2)C(C)(C)c2ccccc21,6.2,21.5,1.8,0.4,14.5,3.5,-8.0,31.2,13.1
Cc1ccc(-n2c(/C=C/c3ccc4c(c3)OCO4)nc3ccccc3c2=O)cc1,26.6,1.4,-1.0,-1.0,-15.3,4.8,5.2[fluorescence artefact?],-9.4,18.6
CCOc1c(Cl)cc(CNCCc2c[nH]c3ccccc23)cc1OC,-8.1,1.4,0.4,1.7,5.0,9.6,7.5,11.0,22.1
N#Cc1ccc(OCC(=O)N2CCN(Cc3ccc4c(c3)OCO4)CC2)cc1,-17.7,7.6,1.6,1.1,2.9,0.6,-0.3,-3.9,18.3
Cn1c(O)c(C=NCCCNC2CCCCC2)c(=O)n(C)c1=O,7.6,8.6,1.0,1.3,3.1,-3.3,7.9,21.4,-4.1
CCc1ccc(N2C(=O)NC(=O)/C(=C\c3cccn3CCOc3ccc(C(C)C)cc3)C2=O)cc1,-13.4,7.1,1.2,0.8,3.4,1.4,-1.0,87.2*,12.9
CCC1(C(=O)c2ccc(C)cc2)C2c3ccccc3OC(=O)C21C(=O)O (configuration not stated),12.4,0.1,-0.4,0.4,-9.8,nt,2.4,-8.4,4.0
Cc1ccc(C(C)C)c(OCC(=O)N2CCN(Cc3nc4cc([N+](=O)[O-])ccc4n3C)CC2)c1,-45.9,6.1,-1.1,-1.9,-10.0,-7.7,20.1[fluorescence artefact?],33.9,35.3
# Continuation.
SMILES,EP2 mod,EP2 antag,TRPML3 ag,TRPN1 ag,NPY-Y1 PAM-ag,NPY Y1 blocker,14-3-3 Bad PPI,CHOP inhibitor,PPC-1+TRAIL kill
Cc1cccc(CN2CCCC(C(=O)c3cccc(OC(C)C)c3)C2)n1 (configuration not stated),-16.5,-1.4,-0.2,-0.7,-8.7,4.8,-9.5,-17.0,nt
CC(=NCc1cccnc1)c1c(O)n(-c2ccccc2C)c(=O)[nH]c1=O,2.8,9.6,1.6,1.6,1.0,-4.7,5.6,-47.9,-2.2
CCOc1ccc(C2SCC(=O)Nc3c2c(C)nn3C2CCOC(C)(C)C2)cc1 (configuration not stated),-11.3,5.3,0.3,-2.3,-2.9,-4.2,4.8,13.1,-0.3
CCOP(=O)(OCC)C(NC(=O)Cc1ccccc1)C(Cl)(Cl)Cl (configuration not stated),20.6,7.2,1.2,-0.1,4.8,1.2,-12.8,22.0,37.3
CC1=NN(c2ccccc2)C(=O)C1/C=C1/C(=O)NC(=O)N(c2cccc(C)c2)C1=O (configuration not stated),16.4,19.2,-0.1,-0.6,5.9,0.5,65.4,-1.1,16.4
CCOc1cccc(=NC2CCCCC2)c2c(C)n(C)c(C)c12,-18.0,13.3,2.0,3.7,29.5,nt,-18.0,78.7*,15.6
Cc1nc2cc(C(F)(F)F)ccc2n1C1CCN(Cc2nnnn2Cc2ccc3c(c2)OCO3)CC1,-42.0,20.4,1.6,4.2,-7.9,-8.3,-0.9,44.5,16.8
COc1cc(C2NCc3ccccc3-n3cccc32)ccc1O (configuration not stated),-5.3,15.4,1.2,3.8,3.8,9.2,14.4[fluorescence artefact?],-12.6,9.4
Fc1ccc(C2NCCc3[nH]cnc32)cc1 (configuration not stated),2.1,8.8,0.2,-0.4,12.3,1.0,4.5,-19.8,-8.0
CN1CCN(c2nc(N)cc(=O)[nH]2)CC1,8.2,2.5,0.4,0.7,13.5,nt,-6.4,8.8,-12.3
CCOC(=O)CN1C(=O)C2(C(C#N)=C(N)Oc3ccccc32)C(C(=O)OC)=C1C (configuration not stated),12.3,6.0,0.6,1.1,-30.8,0.6,-0.8,13.3,36.5
CCC(C)N1CCN(C(=O)Cc2ccccc2)CC1 (configuration not stated),0.7,6.1,-0.1,-0.1,3.4,0.7,80.1*,-8.2,-7.9
O=c1c2ccccc2nc(-c2ccccc2)n1-c1nccs1,16.1,21.1,0.3,1.1,-10.5,-0.1,0.8,2.8,21.0
CCCCN1C(=O)NC(=O)C2(Cc3c(nc4c(C)cccn4c3=O)N3CCc4ccccc4C32)C1=O (configuration not stated),3.9,nt,-0.1,-0.7,-8.3,-0.5,-10.7,64.8,4.4
COc1ccc(C(C)=O)cc1CC(C(=O)c1ccc(C)cc1)N(C)C (configuration not stated),9.8,8.1,0.3,-0.7,-7.7,5.1,-10.8,8.1,19.3
O=c1oc2ccccc2c(O)c1C(c1ccccn1)c1c(O)c2ccccc2oc1=O,18.0,8.2,-0.2,-2.1,39.4,nt,-1.3,19.4,12.6
O=C1/C(=C\c2cc3c(cc2Cl)OCO3)N2CCC1CC2,10.1,9.0,-0.1,-0.1,-19.6,-2.1,-23.7,12.9,12.9
C[C@H]1C[C@@H](C)C(=O)[C@@H]([C@H](O)CC2CC(=O)NC(=O)C2)C1,12.9,18.5,-0.4,-1.2,0.1,3.7,-2.5,103.4*,33.2[5 µM]
Cc1nc2cc(-c3ccc(Cl)cc3)nn2c(C)c1CCC(=O)N1CCC2(CC1)OCCO2,nt,nt,0.6,0.6,12.2,0.2,nt,nt,nt
Cc1ccc(C2=NC(C)(C)N3C2C3c2ccc([N+](=O)[O-])cc2)cc1 (configuration not stated),-104.8,11.7,-0.1,-1.6,11.6,1.9,-21.6,70.3*,20.1
CC[N+](C)(CC)CCCOC(=O)C(O)(c1ccccc1)C1CCCCC1 (configuration not stated),5.2,11.6,-0.3,0.5,13.8,-6.8,19.4[fluorescence artefact?],11.6,8.7
CCC(C)C1(CC)C(=O)NC(=O)N=C1N (configuration not stated),3.5,6.0,-0.5,-0.1,-8.2,-0.5,3.3,26.1,18.9
CN1CC(C(=O)c2ccc(Cl)cc2)C(c2ccc(N(C)C)cc2)C1 (configuration not stated),-50.0,4.5,0.2,-0.4,19.1,6.2,-6.9,3.4,19.0
CCOc1cc(CNCCc2c[nH]c3ccccc23)cc(Cl)c1OC,7.8,9.2,0.3,-0.7,13.9,7.9,-9.8,89.5*,-6.3
NCCc1ccc(S(N)(=O)=O)cc1,10.6,8.0,0.7,1.0,-4.4,0.7,-4.8,-1.3,19.6

# 4 entries picked at random from those above, as already listed:
SMILES,EP2 mod,EP2 antag,TRPML3 ag,TRPN1 ag,NPY-Y1 PAM-ag,NPY Y1 blocker,14-3-3 Bad PPI,CHOP inhibitor,PPC-1+TRAIL kill
O=c1oc2ccccc2c(O)c1C(c1ccccn1)c1c(O)c2ccccc2oc1=O,18.0,8.2,-0.2,-2.1,39.4,nt,-1.3,19.4,12.6
CCOc1cc(CNCCc2c[nH]c3ccccc23)cc(Cl)c1OC,7.8,9.2,0.3,-0.7,13.9,7.9,-9.8,89.5*,-6.3
Cc1cccc(CN2CCCC(C(=O)c3cccc(OC(C)C)c3)C2)n1 (configuration not stated),-16.5,-1.4,-0.2,-0.7,-8.7,4.8,-9.5,-17.0,nt
CC[N+](C)(CC)CCCOC(=O)C(O)(c1ccccc1)C1CCCCC1 (configuration not stated),5.2,11.6,-0.3,0.5,13.8,-6.8,19.4[fluorescence artefact?],11.6,8.7
